Source: PubChem (National Center for Advancing Translational Sciences (NCATS))
A549 tox: A549 cytotoxicity, counter-screen for Nrf2 inhibitors. 390,000 compounds, 0.16% hits. A549 ARE-Fluc cells, CellTiter-Fluor viability, 18-24 h. Potency, µM (top dose mostly 46 µM), inactives show top-dose activity change, negative = cytotoxicity, actives largely listed as inhibitors; note: potency is the fitted concentration of half-maximal effect; % is set by controls: 0 for no effect and ±100 for the full control effect
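A549 ARE_Fluc cells in 5% FBS OPTI-MEM were exposed to compounds in concentration-response for 18-24 h at 37 deg C. Viability was read by CellTiter-Fluor fluorescence (Ex 405/Em 525) after 30 min, before the luciferase read.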
TGFb inhibitor: TGF-b pathway inhibition; HepG2 CAGA-GFP TGF-b/SMAD3 reporter, GFP fluorescence, 18 h; TGF-beta stimulated, 500 pg/mL final; Potency, µM (titrated, usually from 46.1 µM), for the others: at the top dose activity, negative = inhibition, most hits filed as inhibitors; 410,000 compounds, 1.2% hits; note: potency is the fitted concentration of half-maximal effect; % is set by controls: 0 for no effect and ±100 for the full control effect; nearly all actives have a fitted effect of over 65% in size
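Per well, imaged GFP fluorescence of HEPG2 CAGA-GFP cells gives the signal; cells get compound, then TGF-beta (500 pg/mL final), 18 h at 37 degrees C; %Activity versus -TGF-beta and +DMSO controls.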
Mm-Cpn inhibitor: M. maripaludis TRiC chaperonin inhibition; Potency, µM (top dose mostly 76.9 µM), for inactives: at the top dose activity, negative = inhibition, usual class: inhibitors; purified Mm-Cpn ATPase, ADP Transcreener TR-FRET; AID 504842; 330,000 compounds, 0.031% hits; note: potency is the fitted concentration of half-maximal effect; % is set by controls: 0 for no effect and ±100 for the full control effect; nearly all actives have a fitted effect of over 80% in size
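Measured: ADP formation by purified Mm-CPN. Conditions: 25 nM protein, 10 uM ATP, Tris pH 7.4 with Mg2+, K+ and DTT, 37°C for 30 min. Detection: Transcreener HTRF after 30 min at room temperature.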
Abeta rescue: restores growth of yeast expressing A-beta42 peptide. 410,000 compounds, 0.063% hits. AID 1347071. yeast expressing A-beta42, growth rescue, OD600, 48 h; response scale: 0% DMSO, 100% iron-clioquinol control. Potency, µM (titrated, usually from 46.1 µM), for the others: at the top dose growth rescue, hits mostly activators; note: potency is the fitted concentration of half-maximal effect; nearly all actives have a fitted effect of over 55% in size
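Growth rescue measured by 600 nm absorbance after 48 h yeast culture at 30 C with compound. Values normalized between DMSO and an equimolar ferric chloride plus clioquinol control.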
Akt phos inh: inhibitors of Akt phosphorylation. Neuro2A IGF-stimulated pAkt S473 HTRF, 20 min; hits give low values. activity change, % for hits at 50 µM. 360,000 compounds, 0.32% hits; in the data active = activity change below about -80%; inconclusive = mostly about -51% to -80%; note: % is set by controls: 0 for no effect and ±100 for the full control effect
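Single-point screen (50 µM final compound) in Neuro2A cells stimulated 20 min with 6 nM IGF at 37 deg C. After lysis, Ser473-phosphorylated Akt read by HTRF (ex 330 nm, em 615/665 nm) as the 665/615 ratio.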
Nrf2 ARE act: Nrf2 pathway activation; AREc32 ARE-luciferase reporter (MCF7-derived line), luminescence, 24 h; Potency, µM (top dose mostly 46.1 µM), for inactives: at the highest dose activation, most hits filed as activators; 410,000 compounds, 0.31% hits; note: potency is the fitted concentration of half-maximal effect; % of control where 0% means no effect; nearly all actives have a fitted effect of over 65% in size
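Reporter line AREc32 (ARE-Fluc), seeded overnight in OPTI-MEM with 5% FBS; compound pin-transferred, 24 hr at 37 deg C, 5% CO2; luminescent read-out.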
HepG2 viability: HepG2 cytotoxicity, counter-screen for TGF-b inhibitors | HepG2 CAGA-GFP viability, ATP luminescence, 18 h | Potency, µM (top dose mostly 46.1 µM), without a hit: at the highest dose activity change, negative = cytotoxicity, hits mostly cytotoxic | 410,000 compounds, 0.76% hits; note: potency is the fitted concentration of half-maximal effect; some results filed as inactive show a strong effect at the top dose
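HepG2 CAGA-GFP cells (1000/well, DMEM with 1% FBS) received compound, then TGF-beta at 500 pg/mL final, and were incubated 18 hours at 37 degrees C. Viability was read by CellTiter-Glo luminescence. Media-only wells were set as complete cell-killing and DMSO as no toxicity.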
Nrf2 block: Nrf2 pathway inhibition; A549 ARE-Fluc reporter, luciferase luminescence, 18-24 h; Potency, µM (highest dose often 46 µM), for inactives: top-dose activity change, negative = inhibition, actives largely listed as inhibitors; 360,000 compounds, 2.1% hits; note: potency is the fitted concentration of half-maximal effect; % is set by controls: 0 for no effect and ±100 for the full control effect; nearly all actives have a fitted effect of over 60% in size
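Nrf2 function is reported as luminescence of an ARE-controlled luciferase in A549 cells. Compounds were tested at several concentrations, and a CellTiter-Fluor read on the same wells flagged cytotoxicity.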
CCT modulator: modulators of cytosolic chaperonin (CCT/TRiC) activity | activity change, % (no concentration beside the values), hits read low | purified chaperonin ATPase assay, HTRF ADP detection, 30 min | 360,000 compounds, 0.3% hits; in the data active = activity change below about -30%; note: % is set by controls: 0 for no effect and ±100 for the full control effect
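TRiC (40 or 20 nM final, by batch activity) in 30 mM Tris pH 7.4, 100 mM KCl, 5 mM MgCl2, 1 mM DTT was treated with compound at 76 uM single dose, then 10 uM ATP, 30 min at 37 °C. ADP was read by HTRF Transcreener.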
An asterisk follows results filed as active; i = inactive; ? = inconclusive; . = no result given; [ ] = another dose, or the depositor's remark. Unless noted, calls come from the whole dose curve; as a rule, active = well fitted curve in the direction sought with a large enough effect; inconclusive = small, poorly fitted or top-dose-only effect, or another doubt; inactive = no such curve, though single readings can be large; an effect the other way counts as inactive or inconclusive.

SMILES	A549 tox	TGFb inhibitor	Mm-Cpn inhibitor	Abeta rescue	Akt phos inh	Nrf2 ARE act	HepG2 viability	Nrf2 block	CCT modulator
O=C(Nc1ccnn1C1CCN(CCCC2CCCC2)CC1)c1ccccc1Cl	-12.6%	?	1.0%	-7.0%	i	2.6%	-38.9%	8.9%	-0.8
CCOC(=O)CSc1ccc(S(=O)(=O)N2CCCC2)cc1[N+](=O)[O-]	-4.3%	-8.4%	-7.3%	-4.1%	i	0.2%	6.9%	4.1%	0.3
Cc1ccc2oc3c(c(=O)c2c1)C(c1ccc(OCC(N)=O)cc1)N(Cc1ccc2c(c1)OCO2)C3=O (stereo unspecified)	-5.5%	28.0%	.	-16.5%	.	-0.2%	-1.8%	-19.4%	.
CCN(CC)c1ccc(S(=O)(=O)Nc2cc(Cl)ccc2Cl)cc1NC(=S)NC(=O)C1CCCC1	-16.2%	?	-4.9%	4.4%	i	3.7%	2.3%	18.4µM*	-0.7
CC1(C(=O)Nc2cccc3c2CCCC3)CCN1C(=O)Cc1ccccc1Cl (stereo unspecified)	.	13.9%	.	7.0%	i	-0.5%	-18.0%	.	0.0
O=c1c2ccccc2c(/C=N/c2nnc(Cc3ccccc3)s2)c(O)n1-c1ccc(Cl)cn1	-5.3%	-10.4%	-1.7%	-4.2%	i	0.2%	-5.5%	-15.1%	-0.7
CC(C)c1ccc(COc2ccc(C(=O)N3CCOCC3)cc2)cc1	?	-6.8%	0.8%	-10.8%	i	5.6%	-30.1%	23.6%	-0.8
CC(=O)c1ccc(NC(=O)C2C3C=CC(O3)C2C(=O)O)cc1 (stereo unspecified)	0.5%	0.0%	0.5%	12.8%	i	5.2%	-4.0%	-0.1%	2.4
CCOC(=O)C1=C(C)NC(=O)NC1c1ccc(OCCO)c(OC)c1 (stereo unspecified)	-1.6%	-3.4%	1.0%	-3.7%	i	-0.1%	-5.4%	10.4%	1.4
CCOC(=O)c1c(NC(=O)CCN2C(=O)c3cccc([N+](=O)[O-])c3C2=O)sc(C(=O)OC(C)C)c1C	-0.8%	?	-4.6%	-9.3%	i	0.4%	-3.7%	3.3%	-1.0
CCc1nc2ccc(C(=O)NCCN3CCNC3=O)cn2c1N(C)CCC(C)C	.	7.2%	.	13.9%	i	0.4%[9.22 µM]	5.6%	.	-0.6
CCOc1ccc(N(C)S(=O)(=O)c2ccc(C)c(C(=O)NCc3ccccc3OC)c2)cc1	0.5%	0.4%	-3.7%	-0.3%	i	-0.2%	-16.4%	23.1µM*	1.8
COCC(C)N=C1NN=C(c2c[nH]c3ccccc23)CS1 (stereo unspecified)	6.2%	-12.4%	-0.8%	-3.1%	i	6.2%	-12.3%	?	-0.3
Cc1nc(N2CCc3ccccc3C2)[nH]c(=O)c1CCC(C)C	?	-12.0%	0.6%	9.5%	i	0.3%	-13.4%	?	-2.3
O=C1c2ccccc2C(c2nnnn2-c2ccc3c(c2)OCCO3)N1CCc1ccccc1F (stereo unspecified)	.	.	.	0.1%	i	0.8%	.	.	-1.4
CCN(CC)c1ccc2cc(S(=O)(=O)c3ccc(C)cc3)c(=O)oc2c1	13.3%	2.6%	-18.4%	-4.0%	i	-0.1%	-15.6%	1.9%	-1.2
COC(=O)c1ccc(NC(=O)NS(=O)(=O)c2ccc(C)cc2)cc1	-9.8%	0.4%	1.7%	11.3%	i	-0.1%	6.2%	13.0%	-1.4
Cc1ccc2nc(N3CCN(C(=O)CCCC(=O)O)CC3)nc(-c3ccccc3)c2c1	?	-7.7%	-2.5%	2.0%	i	3.2%	-8.6%	-21.2%	0.6
CN(C)c1cccc(C(=O)N/N=C/c2ccsc2)c1	-7.3%	-4.6%	-1.1%	-12.4%	i	0.3%	4.9%	?	-3.2
C(=C\c1ccccc1)/CN1CCN(C(c2nnnn2C2CCCCC2)C2CC2)CC1 (stereo unspecified)	.	?	.	7.2%	i	-0.2%	6.7%	.	1.0
O=C(NC1CCCC1)C1CCCN1S(=O)(=O)c1cccc2cccnc12 (stereo unspecified)	4.0%	1.3%	1.2%	-2.6%	i	0.8%	-2.0%	-9.7%	-2.0
COc1ccc(C(=O)COC(=O)C2COc3ccccc3O2)cc1F (stereo unspecified)	-0.2%	13.7%	-1.8%	1.7%	i	-0.6%	-11.7%	-5.1%	-0.9
CN(C)c1ccc2nc3c(=O)[nH]c(=O)nc-3n(CC(O)C(O)C(O)CO)c2c1 (stereo unspecified)	10.3µM*	33.7%[activator]	-14.8%	-25.1%	i	-0.7%	-19.9%	?	0.0
CN(C)S(=O)(=O)N1CCC(CO)(CCc2ccccc2)CC1	1.9%	2.7%	0.4%	8.1%	i	-0.2%	0.9%	-3.6%	-0.8
O=C(O)CCCCC1CCSS1 (stereo unspecified)	-0.2%	-16.6%	1.9%	0.0%	i	-0.3%	-17.4%	?	-3.0
CCOc1ccc(-c2nonc2NC(=O)c2oc3cc(C)ccc3c2C)cc1OCC	3.6%	-2.0%	.	-8.1%	.	0.2%	-7.4%	6.2%	.
Nc1c(C(=O)OCC2CCCO2)c2nc3ccccc3nc2n1C1CCCCC1 (stereo unspecified)	-0.8%	-0.5%	-2.0%	7.3%	i	-0.3%	-2.8%	.	-0.3
CC(O)(c1cccnc1)c1nc(-c2ccc(F)c(Cl)c2)cs1 (stereo unspecified)	.	1.6%	.	2.1%	i	3.5%	-31.8%	.	1.2
CC(CSc1nnnn1-c1ccccc1)Cn1c(N2CCCC2)nc2c1c(=O)[nH]c(=O)n2C (stereo unspecified)	-7.9%	-2.7%	0.2%	0.0%	i	1.9%	-6.5%	-5.3%	0.5
CSC1=NCCN1S(=O)(=O)c1ccccc1	0.0%	9.3%	-0.9%	-4.2%	i	0.3%	2.1%	-10.0%	-6.0
CC(C)NC(=O)c1ccc(N(Cc2ccc(Cl)cc2)S(C)(=O)=O)cc1	5.5%	-2.7%	2.1%	7.6%	i	0.1%	16.9%	-14.8%	0.3
CC(=O)N(Cc1ccccc1)c1ncc2c(n1)c(=O)c(C#N)c1ccccn12	14.2%	-15.2%	-3.7%	-7.3%	i	-0.2%	-8.6%	-5.0%	-6.8
CC(=O)N1CCc2c(sc3c2c(=O)n(-c2cccc(Cl)c2C)c(=O)n3Cc2ccccc2C)C1	-20.4%	0.0%	.	-2.9%	.	1.2%	-16.4%	?	.
COc1ccc(S(=O)(=O)N(C)C[C@H]2Oc3c(NC(=O)Nc4ccccc4)cccc3C(=O)N([C@H](C)CO)C[C@@H]2C)cc1	6.9%	?	.	3.4%	i	1.3%	5.5%	3.2%	-1.8
Cc1ccc(/C=N/NC(=O)c2ccccn2)s1	0.5%	2.3%	3.2%	-14.4%	i	-1.7%	-31.1%	?	-0.4
O=C(Nc1cc(Cl)ccc1N1CCOCC1)c1cnccn1	7.4%	0.8%	0.5%	-20.7%	i	0.0%	-2.0%	4.6%	-1.8
CC(=O)Nc1ccc(S(=O)(=O)Oc2ccc(/C=N/NC(=O)c3ccc(Cl)cc3)cc2)cc1	-13.8%	-0.4%	1.9%	3.7%	i	-0.3%	-18.7%	?	-2.2
CC(CC(=O)N(CCC1=CCCCC1)c1c(N)n(Cc2ccccc2)c(=O)[nH]c1=O)c1ccccc1 (stereo unspecified)	-4.8%	-9.5%	0.0%	-8.1%	i	2.5%	-40.3%	2.0%	-1.3
CC(C)(C)NC(=O)CN(C(=O)C1CSC(=O)C1)c1ccc2c(c1)OCCO2 (stereo unspecified)	1.5%	0.6%	-0.4%	-4.9%	.	-0.7%	2.0%	.	-2.6
CCN(CC)CCSc1nc2ccccc2n1Cc1ccccc1	1.3%	-0.9%	-9.6%	1.1%	i	-1.2%	-21.4%	1.2%	0.8
O=C(O)C1CSC(c2ccc3c(c2)OCO3)N1 (stereo unspecified)	-2.1%	2.1%	-2.6%[15.4 µM]	-4.8%	i	0.5%	-26.3%	?	0.8
CC(SC(C)C(=O)NN=Cc1cccc(F)c1)C(=O)NN=Cc1cccc(F)c1 (stereo unspecified)	2.2%	13.3%	.	10.3%	i	-0.5%	0.7%	-9.6%	-24.7
Cc1ccc(-c2cn(-c3ccccc3)c(SCC(N)=O)n2)cc1C	8.7%	?	-4.0%	-20.5%	i	0.4%	-22.6%	2.7%	-4.0
Cn1c(SCC(=O)Nc2cc(C(C)(C)C)nn2-c2ccccc2)nc2ccccc21	-4.9%	-27.2%	1.2%	-9.9%	i	2.0%	-25.6%	-12.1%	0.2
CC(Oc1cc2oc(=O)c3c(c2cc1Cl)CCC3)C(=O)NCc1ccccn1 (stereo unspecified)	9.5%	3.6%	1.9%	13.6%	i	0.3%	-2.6%	-20.1%	1.2
S=c1[nH]nc(-c2ccc(Cl)cc2)n1Cc1ccccc1	-9.4%	-5.1%	-0.5%	-7.5%	i	0.1%	-18.2%	1.7%	1.0
O=C(NCC1(c2ccccc2)CCCC1)C1(c2ccccc2)CCCC1	-0.3%	?	-6.6%	16.3%	i	2.9%	-12.5%	?	-1.6
C=CC[C@H]1Cc2c(cccc2[N+](=O)[O-])[C@H](CC=C)N1	-5.5%	10.6%	-3.2%	19.1%	i	2.7%	7.0%	-11.9%	2.4
Cn1[nH]c(=O)c2ccccc2c1=O	-0.1%	2.4%	1.1%	10.4%	i	-0.9%	2.7%	8.8%	-0.9
